# From PubChem
# RGS4 pot = potentiators or activators of RGS4 | HEK293 M3R/inducible RGS4, carbachol calcium flux Fluo4; hits give low values | B-score at 10 µM | actives 0.92% (n = 310,000);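 active = B-score of the integrated calcium signal more than 4 SD below the library mean, with starting fluorescence not abnormally high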;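 also: negative B-score means reduced calcium response which marks RGS4 activation or potentiation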
#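 Also added: carbachol at ECmax as muscarinic agonist stimulus; Assay system: HEK293 cells with stable M3R and inducible RGS4; Timing: overnight RGS4 induction, 30 min dye load 37 °C, 20 min compound RT; Measured by: Fluo4-AM (2 µM) calcium-flux fluorescence, kinetic read.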
# KCNK3 inh = human KCNK3 channel inhibition, primary screen; O14649; CHO-KCNK3 thallium flux, FluxOR fluorescence; hits give low values; B-score at 10 µM; actives 0.84% (n = 340,000); AID 602410;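 active = B-score under library mean minus 4 SD, starting fluorescence ratio at most library mean plus 5 SD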;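 also: more negative B-score means stronger inhibition of thallium flux through KCNK3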
# KCNK9 inh = human KCNK9 channel inhibition | Q9NPC2 | HEK293 KCNK9, FluxOR thallium flux fluorescence; hits give low values | B-score at 10 µM | actives 1.2% (n = 310,000) | AID 488922;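 active = ratio B-score over 3 SD below the library mean, with starting fluorescence within 5 SD of its mean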;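 also: negative B-score means less thallium flux so channel inhibition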
# PolyA inhibitor = inhibitors of polyadenylation in S. cerevisiae; calls only at 12 µM; S. cerevisiae SKY197-pL101 polyadenylation reporter, beta-gal luminescence; efflux-impaired pdr1/pdr3 knockout yeast; score 100 = 6 SD above DMSO; actives 0.02% (n = 300,000); AID 1875;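 active = lowest replicate activity score at least 50, where 100 means six control SD above control mean; inconclusive = lowest score under 50 but half or more replicates reach 50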;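 also: yeast exposed to compound for 9 h at 30 °C; higher score means more reporter readthrough which indicates perturbed polyadenylation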
# HDAC3 inh = human HDAC3 inhibition; O15379; recombinant HDAC3, fluorogenic peptide/trypsin coupled, fluorescence; inhibition, % at 8.3 µM; actives 0.15% (n = 320,000); AID 2718; in the data active = inhibition above about 26%, passing the limit was not always enough; inconclusive = no clear call, values can overlap the other calls
# Target sequence (O15379 whole entry, looked up): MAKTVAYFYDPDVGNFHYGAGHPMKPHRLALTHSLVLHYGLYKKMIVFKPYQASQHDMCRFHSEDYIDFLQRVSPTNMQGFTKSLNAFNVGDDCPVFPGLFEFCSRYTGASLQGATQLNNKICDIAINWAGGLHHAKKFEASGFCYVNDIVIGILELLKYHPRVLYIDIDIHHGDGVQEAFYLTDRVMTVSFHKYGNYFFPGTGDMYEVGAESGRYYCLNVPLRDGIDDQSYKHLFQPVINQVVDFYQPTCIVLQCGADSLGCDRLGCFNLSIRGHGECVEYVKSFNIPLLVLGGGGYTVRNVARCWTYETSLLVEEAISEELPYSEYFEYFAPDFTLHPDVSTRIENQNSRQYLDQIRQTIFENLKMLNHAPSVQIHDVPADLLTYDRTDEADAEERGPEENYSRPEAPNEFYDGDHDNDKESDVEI
# KCNQ1 block = human KCNQ1 channel inhibition | B-score at 10 µM | actives 1.3% (n = 310,000) | CHO-K1 KCNQ1, FluxOR thallium flux fluorescence; hits give high values | AID 2642 | P51787;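 active = compounds whose thallium flux B-score, printed positive for inhibition, exceeds three library SD while starting fluorescence stays within three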;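 also: channel opened by potassium depolarization with thallium stimulus after 20 min compound exposure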
# KCNQ1 pot = human KCNQ1 channel potentiation or activation; P51787; CHO-K1 KCNQ1, thallium flux FluxOR fluorescence; hits give high values; B-score at 10 µM; actives 0.35% (n = 310,000);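 active = fluorescence ratio B-score, a plate-corrected score, at least three library SD, with initial intensity B-score within 5 SD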
#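 Assay system: CHO-K1 cells stably expressing KCNQ1. Medium: assay buffer for compound exposure, DMSO matched across wells. Timing: 37 °C overnight plating, 90-min dark dye load, 20-min compound pretreatment. Signal: kinetic FluxOR fluorescence, 10 s baseline plus 110 s post-stimulus.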
# GSK3A inh = blocks human GSK-3 alpha kinase; inhibition, % at 10 µM; ADP-Glo luminescence, 60 min; actives 0.1% (n = 320,000); P49840; AID 2650;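 in the data active = inhibition above about 50%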;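 also: GST-tagged GSK-3 alpha with peptide substrate and 25 µM ATP; 0% = DMSO neutral wells and 100% = GW8510 positive control wells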
# Dyrk1A ADPGlo = Dyrk1A (rat) kinase inhibition. Q63470. ADP-Glo luminescence, NFATc1 peptide. inhibition, % at 12.5 µM. actives 0.43% (n = 310,000); in the data active = inhibition above about 50%;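 also: plate controls were vehicle with enzyme for no effect and no enzyme for full effect; many of its hits are not listed in these tables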
# hERG protect = compounds protecting human hERG from proarrhythmic drug block | Q12809 | CHO-hERG, FluxOR thallium flux, dofetilide IC70 present | activation (rescue from dofetilide block), less the hit threshold, % at 10 µM | actives 0.51% (n = 310,000) | AID 1511;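 active = activation above the mean of controls blocked by dofetilide plus 5 SD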;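 also: thallium influx through hERG after potassium depolarization seen as dye fluorescence rise; in these data hits start at about 4.7%; inactives centre near -7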
# GSK3beta inhib = human GSK3beta kinase inhibition; P49841; GST-GSK3beta kinase, ADP-Glo luminescence, 60 min; hits give low values; activity score (negative = inhibition), % at 10 µM; actives 0.038% (n = 300,000); AID 2097;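 active = more than half of replicate wells score below -50%, meaning over 50% inhibition versus plate controls; inconclusive = some replicates but at most half score below -50%; inactive = no replicate scores below -50%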;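 also: 0% = median DMSO wells and -100% = median GW8510 positive control wells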
# Target sequence (P49841 whole entry, looked up): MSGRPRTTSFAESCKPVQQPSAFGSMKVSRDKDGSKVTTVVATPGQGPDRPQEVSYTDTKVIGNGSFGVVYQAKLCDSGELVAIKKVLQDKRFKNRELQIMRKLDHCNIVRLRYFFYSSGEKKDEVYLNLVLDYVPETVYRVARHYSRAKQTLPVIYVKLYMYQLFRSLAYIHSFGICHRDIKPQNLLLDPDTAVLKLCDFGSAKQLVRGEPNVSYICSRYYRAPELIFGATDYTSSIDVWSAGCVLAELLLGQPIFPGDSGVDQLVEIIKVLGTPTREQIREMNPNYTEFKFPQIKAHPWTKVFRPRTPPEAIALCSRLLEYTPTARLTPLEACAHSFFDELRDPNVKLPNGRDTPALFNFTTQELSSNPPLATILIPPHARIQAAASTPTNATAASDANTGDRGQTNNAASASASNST
#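 Test system – GST-tagged human GSK3beta kinase, cell-free · Incubation – 60 min enzyme reaction, room temperature · Signal – ADP-Glo luminescence · Also added – peptide substrate and ATP at 25 µM · Controls – DMSO neutral wells and GW8510 at 20 µM as positive · Buffer or medium – Tris/MgCl2 kinase buffer · Measure – Luminescence-derived activity versus plate DMSO and GW8510 wells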
# * = called active by the depositor; i = inactive; u = inconclusive; x = no result given.
SMILES,RGS4 pot,KCNK3 inh,KCNK9 inh,PolyA inhibitor,HDAC3 inh,KCNQ1 block,KCNQ1 pot,GSK3A inh,Dyrk1A ADPGlo,hERG protect,GSK3beta inhib
COc1ccc(C2(C(=O)Nc3ccccc3)CCOCC2)cc1,i,i,i,i,10,i,i,-3,-9,-6,-2
CCOc1ccc(NC(=O)CCC(=O)NNC(=O)COc2ccc(C)cc2)cc1,i,i,i,i,-3,i,i,1,-3,-1,3
Nn1c(SCC(=O)Nc2ccc(OC(F)F)cc2)nnc1-c1ccco1,i,i,i,i,-2,i,i,4,-6,-5,-2
O=C(/C=C/c1ccco1)Nc1cccc(S(=O)(=O)N2CCOCC2)c1,i,i,i,i,u,i,i,4,2,-4,1
Cc1cc(C)n2nc(SCC(=O)N(C)C3CCCCC3)nc2n1,i,i,i,i,3,i,i,-1,x,-6,-4
NC(=O)CN1C(=O)NC2(CCCc3ccccc32)C1=O (centres undefined),i,i,i,i,0,i,i,-6,-2,-8,-1
Cc1cc(Cl)ccc1OCC(=O)NNC(=O)C1CCCO1 (centres undefined),i,i,i,i,-3,i,26*,-1,3,-5,-9
COc1cccc(-c2nc3ccccc3c(=O)o2)c1,i,i,i,i,u,i,i,-2,38,-14,1
O=C(COc1ccc(Cl)cc1)N/N=C/CCc1ccccc1,i,i,i,i,1,i,i,0,-3,-6,1
O=C(N/N=C/c1ccoc1)c1cccc(OC(F)(F)C(F)F)c1,i,i,i,i,0,i,i,0,-3,-4,-3
COCCCNC(=O)c1cccc(NC(=O)c2ccccc2)c1,i,i,i,i,-5,i,i,-4,-5,-1,-2
COc1ccc(C(=O)CN(C(=O)c2ccc(Cl)cc2)N2C(=O)c3ccccc3C2=O)cc1,i,i,i,i,2,i,i,-2,-3,-12,1
CCCNC(=O)OCc1cccnc1Sc1ccc(C)cc1,i,i,i,i,11,i,i,-1,-5,-1,1
CCOC(=O)Nc1ccc2c(c1)N(C(=O)N(C)C)c1ccccc1CC2,i,i,i,i,-1,i,i,0,0,-4,1
CSc1nsc(SC)c1NC(=O)OCC1CCCO1 (centres undefined),i,i,i,i,1,i,i,1,-7,-9,2
COc1nc(OCCNS(=O)(=O)c2ccc(C)cc2)nc(N(C)C)n1,i,i,i,i,x,i,i,1,11,-6,-1
CCCOc1ccc([N+](=O)[O-])cc1C1NC(=S)NC(c2ccccc2)=C1C(=O)OCC (centres undefined),i,i,i,i,8,i,i,0,-6,-5,-1
Cc1ccc(C(=O)O)cc1-c1ccc(/C=C2\SC(=O)N(CC(=O)Nc3ccccc3)C2=O)o1,i,i,i,i,7,i,i,2,0,3,4
Cc1cccc2cc(C(c3nnnn3C(C)(C)C)N3CCN(C(=O)c4ccco4)CC3)c(=O)[nH]c12 (centres undefined),i,i,i,i,0,i,i,-1,-6,1,0
CCOc1ccc2nc3c(cc2c1)CN(CCOC)C(=NC)S3,i,i,i,i,-4,i,i,0,2,-9,-1
Cn1c(NC(=O)C[n+]2cc(-c3ccc(F)cc3)n3c2CCC3)cc(=O)n(C)c1=O,i,i,i,i,-3,i,i,-3,-4,-11,-7
CC(C)c1nc2oc3ccccc3c(=O)c2c(=O)n1-c1ccccc1,i,i,i,i,9,i,i,-2,-2,-10,-2
CCC(Sc1nc(-c2ccccc2)c(C#N)c(=O)[nH]1)C(=O)Nc1cc(C)on1 (centres undefined),i,i,i,i,8,i,i,-4,6,-1,4
COC(=O)CCCC1=CC2=CC(=O)C(C)(OC(=O)c3cccs3)C(=O)C2=CN1CCCCO (centres undefined),i,i,i,i,6,i,i,-1,13,-7,3
CSCCC(NC(N)=O)C(=O)N(C)CC(=O)Nc1cc(C)ccc1C (centres undefined),i,i,i,i,-10,i,i,-4,-7,-3,-3
CC(C)(C)C(=O)NC1CC2CCCC(C1)N2C(=O)Nc1cccc(Cl)c1 (centres undefined),i,i,i,i,-3,i,i,3,7,-1,-7
Cc1ccc(NS(=O)(=O)N2CCOCC2)cc1Cl,i,i,i,i,-3,i,i,1,-1,-11,-5
CC(C)COC(=O)NCC12C=CC(O1)C1C(=O)N(c3ccc(Cl)cc3)C(=O)C12 (centres undefined),i,i,i,i,-4,i,i,-3,2,-10,0
COC(=O)C1C2C=CC3(CN(CCc4ccccc4)C(=O)C13)O2 (centres undefined),i,i,i,i,-3,i,i,0,-2,-6,1
O=C(Nc1ccc2ccccc2c1)N1CCN(c2ncccc2C(F)(F)F)CC1,i,i,i,i,2,i,i,-2,-5,-11,-1
O=C(COC(=O)C1=COCCO1)Nc1cc(S(=O)(=O)N2CCCCC2)ccc1Cl,i,i,i,i,-1,i,i,-1,-4,-1,2
O=c1c2c(-c3cccs3)csc2ncn1/N=C/c1ccccn1,i,i,i,i,1,i,i,-2,4,-8,-1
Cc1ccc(CNC(=O)C(=O)NCC2CCCO2)cc1 (centres undefined),i,i,i,i,-1,i,i,-1,-5,-8,3
O=C(c1ccc(F)cc1)n1c(NCc2ccccc2)n[nH]c1=S,i,i,i,i,0,i,i,9,-4,0,-4
Brc1cccc(/C=N/Nc2nn[nH]n2)c1,i,i,i,i,11,i,i,-1,8,-2,1
CCOc1ccccc1/C=N/n1c(C)nc2ccccc2c1=O,i,i,i,i,0,i,i,-2,2,-11,-4
Cc1ccc(-n2nnnc2SCc2nc3sc(C)c(C)c3c(=O)[nH]2)cc1,i,i,i,i,-2,i,i,3,0,-12,2
CN1CCC(=NNC(=O)CN(c2ccc([N+](=O)[O-])cc2)S(=O)(=O)c2ccccc2)CC1,i,i,i,i,0,i,i,2,9,-12,1
NC(=O)c1nn(-c2cccc(Cl)c2)c(=O)cc1O,i,i,i,i,0,i,i,-3,-1,-6,3
CC(Oc1ccc(Cl)cc1Cl)C(=O)/C=C/N(C)C (centres undefined),i,i,i,i,6,i,i,-3,-6,-1,1
Cc1ccc(-n2c([C@@H]3C[C@H]3c3ccccc3)n[nH]c2=S)cc1,i,i,i,i,4,i,i,4,-10,-9,4
O=C(Nc1ccc(Cl)cc1)N1CCN(c2ncccn2)CC1,i,i,i,i,3,i,i,-3,9,-7,0
CN(C)c1ccc(/C=C/c2cc[n+](C)cc2)cc1,i,i,i,i,3,7*,i,0,7,-15,0
CC(C)=Cc1oc2ccc([N+](=O)[O-])cc2c1N1CC(C)OC(C)C1 (centres undefined),i,i,i,i,-3,i,i,0,-3,-12,1
CCCCOc1cccc(NC(=O)CSc2nccn2C)c1,i,i,i,i,-6,i,i,0,3,-8,0
COc1cccc(-n2c(CNC(=O)OC(C)(C)C)n[nH]c2=S)c1,i,i,i,i,5,i,i,0,-1,-4,2
Cc1ccc(C(=O)NCCN2CCCC2)cc1,i,i,i,i,1,i,i,1,-7,-8,3
COc1ccc(C(=O)c2sc(Nc3ccccc3)nc2N)cc1,i,i,i,i,2,i,i,28,-1,-1,-1
CC1(C)C(c2ccccc2)=NC(c2ccccc2)N1O (centres undefined),i,i,i,i,-2,i,i,-2,x,-9,-2
O=C(OCCOCCN=C1NS(=O)(=O)c2ccccc21)c1ccccc1,i,i,i,i,0,i,i,0,6,0,-1
O=C(NCc1ccncc1)C(=O)Nc1nc2ccccc2s1,i,i,i,i,1,i,i,x,11,-6,-3
COc1ccc(CN2CCNC(=O)C2CC(=O)NCCc2nc(C)c(C)s2)cc1C (centres undefined),i,i,i,i,2,i,i,-1,-4,-6,2
O=C(NNC1=NCCC1)C1CC1,i,i,i,x,4,i,i,-2,-5,-4,-1
CCCCn1c(NS(=O)(=O)c2ccccc2)c(S(=O)(=O)c2ccc(C)cc2)c2nc3ccccc3nc21,i,i,i,i,-4,i,i,20,9,-1,1
Cc1ccc(S(=O)(=O)/C(C#N)=C/c2c(N3CCC(C(N)=O)CC3)nc3ccccn3c2=O)cc1,i,i,i,i,7,i,i,x,7,-17,1
CN(C)C(=O)c1ccc(NC(=O)c2cccc(S(=O)(=O)N3CCCc4ccccc43)c2)cc1,i,i,i,i,-9,i,i,-2,9,-14,-1
Cc1nc2c3cc(Cl)ccc3n(CCN3CCOCC3)c2s1,i,i,i,i,-6,i,i,-5,x,-14,0
Nc1cc(C(=O)O)c(N)c2c1C(=O)c1ccccc1C2=O,i,i,i,i,2,i,i,55*,8,-24,-1
CC1(C)CC(=O)C(C(=O)Cc2ccccc2[N+](=O)[O-])C(=O)C1,i,i,i,i,-1,i,i,-3,-1,-4,1
O=C(N/N=C/c1ccccn1)c1ccccc1,i,i,i,i,1,i,i,2,0,-12,0
O=C(Nc1cc(Cl)cc(Cl)c1)c1cnn2cccnc12,i,i,i,i,-3,i,i,1,4,-17,-7

# 5 structures already listed, arranged by molar mass, smallest number first.
SMILES,RGS4 pot,KCNK3 inh,KCNK9 inh,PolyA inhibitor,HDAC3 inh,KCNQ1 block,KCNQ1 pot,GSK3A inh,Dyrk1A ADPGlo,hERG protect,GSK3beta inhib
O=C(NNC1=NCCC1)C1CC1,i,i,i,x,4,i,i,-2,-5,-4,-1
CC1(C)C(c2ccccc2)=NC(c2ccccc2)N1O (centres undefined),i,i,i,i,-2,i,i,-2,x,-9,-2
Nc1cc(C(=O)O)c(N)c2c1C(=O)c1ccccc1C2=O,i,i,i,i,2,i,i,55*,8,-24,-1
Cc1nc2c3cc(Cl)ccc3n(CCN3CCOCC3)c2s1,i,i,i,i,-6,i,i,-5,x,-14,0
O=C(OCCOCCN=C1NS(=O)(=O)c2ccccc21)c1ccccc1,i,i,i,i,0,i,i,0,6,0,-1

# Not all compounds are listed; rates above refer to the full screens.
